# Screening results: PubChem BioAssay, National Center for Advancing Translational Sciences (NCATS)
# CCT modulator: modulators of cytosolic chaperonin (CCT/TRiC) activity | purified chaperonin ATPase assay, HTRF ADP detection, 30 min | activity change, % (no concentration beside the values), hits read low | actives 0.3% (n = 360,000); in the data active = activity change below about -30%; also: % is scaled to controls: 0 for no effect and ±100 for the full control effect
#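 Nucleotide hydrolysis assay: TRiC at 20–40 nM final (set by batch activity) with 10 uM ATP, 30 min at 37 °C, in presence of 76 uM compound. Detection by competitive ADP HTRF, 30 min ambient.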
# Nrf2 ARE act: activates Nrf2 signaling; Potency, µM (titrated, usually from 46.1 µM), without a hit: at the highest dose activation, hits mostly activators; actives 0.31% (n = 410,000); AREc32 ARE-luciferase reporter (MCF7-derived line), luminescence, 24 h; also: potency is read from the fitted curve at half-maximal effect; % of control where 0% means no effect; nearly all actives have a fitted effect of over 65% in size
#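 AREc32 cells carrying an ARE-driven firefly luciferase reporter were seeded at 1000 cells/well in OPTI-MEM with 5% FBS, then exposed to compound for 24 hr at 37 deg C. Luminescence was read with Steady-Glo after 30 min at RT.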
# Nrf2 inh: blocks Nrf2 signaling; A549 ARE-Fluc reporter, luciferase luminescence, 18-24 h; Potency, µM (titrated, usually from 46 µM), without a hit: top-dose activity change, negative = inhibition, usual class: inhibitors; actives 2.1% (n = 360,000); AID 504444; also: potency is read from the fitted curve at half-maximal effect; % is scaled to controls: 0 for no effect and ±100 for the full control effect; nearly all actives have a fitted effect of over 60% in size
#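 A549 ARE_Fluc cells (5000/well, 5% FBS OPTI-MEM) pre-incubated 2 h, then treated with compounds 18-24 h at 37C/5% CO2 in concentration-response. CellTiter-Fluor viability read first; BugLite luciferase luminescence after 15 min at room temperature gives Nrf2 activity.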
# MmCpn inh: M. maripaludis TRiC chaperonin inhibition; purified Mm-Cpn ATPase, ADP Transcreener TR-FRET; Potency, µM (doses to about 76.9 µM), for inactives: at the top dose activity, negative = inhibition, hits mostly inhibitors; actives 0.031% (n = 330,000); also: potency is read from the fitted curve at half-maximal effect; % is scaled to controls: 0 for no effect and ±100 for the full control effect; nearly all actives have a fitted effect of over 80% in size
#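 ATPase read-out: TR-FRET ADP immunoassay (anti-ADP Eu cryptate vs ADP-d2), ex 320 nm, em 590/665 nm; signal drops as ADP forms. Enzyme 25 nM, ATP 10 uM, 30 min at 37°C after 10 min compound preincubation.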
# A549 viability: kills or reduces viability of A549 cells in Nrf2 counter-screen. A549 ARE-Fluc cells, CellTiter-Fluor viability, 18-24 h. Potency, µM (titrated, usually from 46 µM), inactives show at the top dose activity change, negative = cytotoxicity, most hits filed as inhibitors. actives 0.16% (n = 390,000). AID 504648; also: potency is read from the fitted curve at half-maximal effect; % is scaled to controls: 0 for no effect and ±100 for the full control effect
#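 Cytotoxicity counterscreen: CellTiter-Fluor fluorescence was measured in A549 ARE_Fluc cells after 18-24 h of compound exposure in a concentration series. The subsequent BugLite luminescent read reports ARE-luciferase activity.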
# EPAC2 antag: EPAC2 (human) antagonism; actives 0.18% (n = 360,000); AID 720708; Potency, µM (series often up to 114 µM), inactives show top-dose activity, negative = inhibition, hits mostly inhibitors; EPAC2 GEF exchange of Rap1B-BODIPY-GDP, fluorescence; also: potency is read from the fitted curve at half-maximal effect; % is scaled to controls: 0 for no effect and ±100 for the full control effect; nearly all actives have a fitted effect of over 45% in size; many of its hits are not listed in these tables
# Target sequence (Q8WZA2 whole entry, looked up): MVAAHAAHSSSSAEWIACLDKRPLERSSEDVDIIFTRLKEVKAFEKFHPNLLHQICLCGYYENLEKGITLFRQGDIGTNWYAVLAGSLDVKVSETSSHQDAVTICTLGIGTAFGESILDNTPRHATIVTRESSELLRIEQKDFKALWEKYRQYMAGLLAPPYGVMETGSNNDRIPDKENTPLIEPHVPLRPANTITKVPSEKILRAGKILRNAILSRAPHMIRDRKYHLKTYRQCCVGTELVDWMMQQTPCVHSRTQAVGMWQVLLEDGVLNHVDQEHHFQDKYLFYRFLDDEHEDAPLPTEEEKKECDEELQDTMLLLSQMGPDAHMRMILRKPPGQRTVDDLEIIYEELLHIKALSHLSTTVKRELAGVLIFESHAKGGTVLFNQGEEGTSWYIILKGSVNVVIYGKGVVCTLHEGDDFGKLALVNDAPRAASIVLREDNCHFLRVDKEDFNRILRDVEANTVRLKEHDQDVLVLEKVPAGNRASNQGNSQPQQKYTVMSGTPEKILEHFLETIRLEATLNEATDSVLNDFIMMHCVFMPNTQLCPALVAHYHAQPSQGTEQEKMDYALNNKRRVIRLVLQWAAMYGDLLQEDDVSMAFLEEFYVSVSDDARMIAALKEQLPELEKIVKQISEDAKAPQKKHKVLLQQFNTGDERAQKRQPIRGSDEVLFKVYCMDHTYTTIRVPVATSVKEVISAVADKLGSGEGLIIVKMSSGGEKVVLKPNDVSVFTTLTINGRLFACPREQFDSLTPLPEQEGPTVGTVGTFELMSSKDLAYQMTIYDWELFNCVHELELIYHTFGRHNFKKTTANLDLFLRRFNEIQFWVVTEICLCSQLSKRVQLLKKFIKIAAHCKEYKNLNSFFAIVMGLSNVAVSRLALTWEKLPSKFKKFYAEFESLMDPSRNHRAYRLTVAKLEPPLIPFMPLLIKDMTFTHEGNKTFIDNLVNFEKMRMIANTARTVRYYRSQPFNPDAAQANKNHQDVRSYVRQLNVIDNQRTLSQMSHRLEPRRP
# TGFb SMAD3 inh: blocks TGF-b signaling; AID 588855; Potency, µM (series often up to 46.1 µM), for inactives: at the highest dose activity, negative = inhibition, usual class: inhibitors; actives 1.2% (n = 410,000); HepG2 CAGA-GFP TGF-b/SMAD3 reporter, GFP fluorescence, 18 h; TGF-beta stimulated, 500 pg/mL final; also: potency is read from the fitted curve at half-maximal effect; % is scaled to controls: 0 for no effect and ±100 for the full control effect; nearly all actives have a fitted effect of over 65% in size
#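 First, reporter cells (HEPG2 CAGA-GFP) rested 2 h at 37 degrees C. Next, compounds were pinned in and TGF-beta added to 500 pg/mL final. After 18 h, GFP was imaged per cell and summed per well.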
# pAkt inh: inhibitors of Akt phosphorylation | Neuro2A IGF-stimulated pAkt S473 HTRF, 20 min; stronger effect = lower value | AID 651550 | actives 0.32% (n = 360,000) | activity change, % for hits at 50 µM; in the data active = activity change below about -80%; inconclusive = mostly about -51% to -80%; also: % is scaled to controls: 0 for no effect and ±100 for the full control effect
#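 Neuro2A cells (4,500/well, DMEM with 0.5% FBS) were treated with compound at a single 50 µM final concentration, stimulated with 6 nM IGF for 20 min at 37 °C, and lysed. Phospho-Akt Ser473 was read by HTRF as 665/615 ratio ×10^4.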
# EPAC2 ag: agonists of human EPAC2 (RAPGEF4); Q8WZA2; EPAC2 activation, biochemical qHTS; response scale: 100% = 6.5 mM cAMP response; Potency, µM (series often up to 154 µM), for the others: at the highest dose activation, hits mostly activators; actives 0.079% (n = 360,000); AID 720711; also: potency is read from the fitted curve at half-maximal effect; nearly all actives have a fitted effect of over 50% in size
#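 qHTS, titration series. 100 nM EPAC2 / 250 nM Rap1B-BODIPY-GDP / 50 uM GDP; RT; ex 480/em 540 nm, 5-min reads to 30 min. Norm. to 6.5 mM cAMP = activation.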
# Numbers without * were called inactive; i = inactive; ? = inconclusive; . = no result given; [ ] = another dose, or the depositor's remark. Unless noted, calls follow the shape of the dose curve; as a rule, active = well fitted curve in the direction sought with a large enough effect; inconclusive = small, poorly fitted or top-dose-only effect, or another doubt; inactive = no such curve, though single readings can be large; an effect the other way counts as inactive or inconclusive.
1) COc1ccc(S(=O)(=O)Nc2ccccc2C(=O)NN2CCOCC2)cc1OC
2) O=C(Nc1cccc(F)c1)C1CCCN(S(=O)(=O)c2ccccc2)C1 (configuration not stated)
3) COC(=O)c1ccccc1NC(=O)CSc1nnc(-c2ccc(OC)cc2)n1C
4) Cc1cc2c3c(c1)C(C)CC(C)(C)N3C(=O)C2=O (configuration not stated)
5) CCN(c1ccccc1)S(=O)(=O)c1ccc(Cl)c(C(=O)Nc2ccncc2)c1
6) COc1ccccc1C(O)(C(=O)NNc1ccccc1C)c1ccccc1OC
7) CCc1ccc(OCC(=O)Nc2ccc(S(=O)(=O)N3CCOCC3)cc2)cc1
8) O=C(O)C1C(c2ccccc2)C(C(=O)N2CCOCC2)C1c1ccccc1 (configuration not stated)
9) CC(=O)Nc1ccc(-c2nnn(CC(=O)Nc3ccc4c(c3)OCO4)n2)cc1Cl
10) O=C(O)c1cccc(S(=O)(=O)N2Cc3ccccc3C2)c1
screen / no.,1,2,3,4,5,6,7,8,9,10
CCT modulator,2.3,0.0,-0.8,-2.2,1.3,3.3,-1.1,-1.8,-0.9,-2.3
Nrf2 ARE act,-0.1%,-0.1%,0.1%,-0.1%,5.4%,-1.0%,-0.1%,-0.3%,-0.2%,0.6%
Nrf2 inh,1.4%,-28.2%,-26.2%,-2.4%,.,-0.1%,3.0%,7.6%,0.4%,-15.7%
MmCpn inh,-0.5%,2.8%,1.2%,0.6%,.,-0.2%,-0.8%,1.3%,?,-1.2%
A549 viability,10.9%,-8.5%,-19.6%,-0.5%,.,3.7%,-4.3%,-6.7%,-2.0%,-7.7%
EPAC2 antag,-26.3%,-0.4%,-6.8%,15.9%,-16.3%,1.1%,1.9%,12.4%,-25.7%,9.1%
TGFb SMAD3 inh,1.6%,-16.1%,-4.7%,-3.8%,7.6%,-4.1%,-2.5%,-15.7%,0.6%,-4.5%
pAkt inh,i,i,i,i,i,i,i,i,i,i
EPAC2 ag,-0.8%,18.7%,7.3%,12.1%,6.1%,4.7%,2.0%,-4.6%,-5.1%,0.4%

# Taken from above.
# Result for compound 1 under EPAC2 antag: -26.3%
# Result for compound 10 under MmCpn inh: -1.2%
# Result for compound 3 under A549 viability: -19.6%

# (further entries)
11) CCOC(=O)/C(=N\Nc1cccc(C(F)(F)F)c1)N1CCOCC1
12) CC(C)C(NC(=O)c1ccco1)C(=O)NCC(c1ccco1)N(C)C (configuration not stated)
13) O=C(COc1cccnc1[N+](=O)[O-])Nc1ccc2c(c1)CCC2
14) O=C(Nc1ccc(Cn2nnc3ccccc32)cc1)c1ccco1
15) COc1ccc(Cl)cc1NC(=O)CN(C)C(=O)c1cc(=O)c2ccccc2o1
16) CCC(=O)Nc1ccc2c(c1)Cc1cc([N+](=O)[O-])ccc1-2
17) CN1CCCC(OC(=O)c2cccc(Cl)c2)C1 (configuration not stated)
18) CN(C)Cc1ccccc1C1(O)c2ccccc2CSc2ccccc21 (configuration not stated)
19) Cc1ccc2c(c1)C1CN(C)CCC1N2C(=O)c1ccccc1NS(=O)(=O)c1ccc(F)cc1C (configuration not stated)
20) Cc1c(NC(=O)C(C)OC(=O)c2c3c(nc4ccccc24)CCC(C)C3)c(=O)n(-c2ccccc2)n1C (configuration not stated)
screen / no.,11,12,13,14,15,16,17,18,19,20
CCT modulator,0.7,0.2,-0.3,-2.9,0.9,-1.1,0.1,-1.3,-2.3,0.6
Nrf2 ARE act,4.4%,0.3%,1.5%,2.3%,?,3.9%,-0.5%,0.4%,-0.4%,0.1%
Nrf2 inh,5.6%,19.9%,13.0%,-24.4%,-1.8%,0.1%,19.4%,18.0%,0.7%,-4.5%
MmCpn inh,0.0%,0.5%,3.0%,-4.6%,-2.5%,.,-0.7%,0.1%,0.4%,.
A549 viability,13.6%,13.8%,-2.2%,-17.1%,7.0%,-0.5%,-9.2%,-13.3%,-3.6%,4.4%
EPAC2 antag,-12.6%,14.5%[57.1 µM],2.8%,1.7%,9.4%,5.7%,2.6%,6.1%,0.3%,0.8%
TGFb SMAD3 inh,4.6%,4.6%,-11.6%,-11.7%,-4.4%,0.9%,-9.2%,-24.0%,-5.3%,-16.6%
pAkt inh,i,i,i,i,i,i,i,i,i,i
EPAC2 ag,-1.3%,-11.8%,3.6%,7.3%,9.5%,3.1%,5.9%,5.9%,7.3%,-9.1%

21) Cc1ccc(NC(=O)COc2cccc3ccc(C)nc23)c(Br)c1
22) C=CCOc1ccc(/C=N/NC(=O)C2CCCC2)cc1OCC
23) COc1ccc(N2CCN(C(=O)c3csc4ccccc34)CC2)cc1
24) O=C(CCC(=O)N1CCc2ccccc2C1)NCCc1ccc(Cl)cc1
25) OCCSc1c(F)c(SCCO)c(SCCO)c(F)c1SCCO
26) O=C(c1ccc2snnc2c1)N1CCCCC1
27) CCCCN(CC)C(=O)CSc1nc2ccccc2c(=O)n1CC1COc2ccccc2O1 (configuration not stated)
28) O=C(CC1SC(N2CCOCC2)=NC1=O)Nc1ccccc1F (configuration not stated)
29) CN(C)S(=O)(=O)c1cccc(NC(=O)NCCCl)c1
30) COc1ccccc1CN(Cc1nc2ccccc2c(=O)[nH]1)S(=O)(=O)c1ccc2ccccc2c1
screen / no.,21,22,23,24,25,26,27,28,29,30
CCT modulator,-3.5,-8.9,0.4,-16.0,0.0,-2.2,-2.2,-0.4,-1.5,1.0
Nrf2 ARE act,-1.2%,1.7%,0.1%,3.2%,-0.9%,0.0%,-0.5%,-0.4%,0.1%,0.4%
Nrf2 inh,-1.0%,3.7%,-22.0%,-5.8%,-1.1%,6.6%,?,7.6%,2.1%,?
MmCpn inh,0.0%,2.1%,-1.4%,0.8%,-1.1%,-1.5%,0.5%,?,1.5%,-3.5%
A549 viability,-2.8%,0.6%,-6.7%,10.6%,12.9%[1.84 µM],-6.6%,?,5.0%,-3.1%,-23.9%
EPAC2 antag,-12.9%,0.0%,-1.5%,-21.7%,6.6%,-0.6%,-0.9%,-0.7%,2.3%,4.9%
TGFb SMAD3 inh,?,0.0%,-6.1%,-15.1%,17.1%,0.0%,-11.8%,3.2%,-8.9%,?
pAkt inh,i,i,i,i,i,i,.,i,i,i
EPAC2 ag,21.8%,8.8%,8.2%,3.1%,-1.6%,1.8%,0.3%,2.8%,-5.7%,14.0%

31) c1ccc(-c2nc3c4ccccc4ccn3c2Cc2ccsc2)cc1
32) O=C(NCc1cccnc1)c1ccc(COc2ccccc2Br)o1
33) NC(=O)CSc1nnnn1CC(CC(=O)O)c1ccccc1 (configuration not stated)
34) COc1cccc(/C=C2\SC(=S)N(c3cccnc3)C2=O)c1OC
35) CC(=O)c1cn(N(C)c2ncc(C(F)(F)F)cc2Cl)c(=O)[nH]c1=O
36) CCOC(=O)C1CCCN(C(=O)CCNS(=O)(=O)c2ccc(Br)cc2)C1 (configuration not stated)
37) Cn1c(=O)[nH]c(=O)c2c1nc(N/N=C/c1ccncc1)n2Cc1ccc(Cl)cc1
38) Cc1cn([C@H]2C[C@H](O)[C@@H](/C=C/C(=O)NCC(c3ccccc3)c3ccccc3)O2)c(=O)[nH]c1=O
39) Cc1cc(NC(=O)CCCn2c(C)c3cnn(-c4ccccc4)c(=O)c3c2C)ccc1Br
40) O=C(CSc1ccc(Cl)cc1)NNC(=O)c1ccco1
41) Cc1ccc(Sc2c(CO)c(-c3ccccc3)nn2C)cc1
42) CCCSC1=C(C#N)C(c2ccccc2OCC)CC(=O)N1 (configuration not stated)
43) Cc1ccc(N(CCC#N)C(=O)COC(=O)c2cc(C)no2)cc1
screen / no.,31,32,33,34,35,36,37,38,39,40,41,42,43
CCT modulator,0.8,-2.7,-0.8,-4.0,-1.4,1.8,-3.0,1.8,.,-0.5,-1.9,-1.4,-2.4
Nrf2 ARE act,?,3.3%,0.3%,-0.1%,0.7%,0.3%,-0.5%,-0.7%,5.7%,-0.9%,2.8%,-0.1%,-0.2%
Nrf2 inh,.,-3.5%,11.4%,3.7%,-5.3%,-12.9%,5.7%,.,8.0%,-7.4%,?,?,3.0%
MmCpn inh,.,-1.0%,0.7%,1.2%,2.0%,-1.4%,0.0%,.,.,-1.9%,-13.4%,0.3%,-0.3%
A549 viability,.,-1.0%,3.2%,-2.6%,7.6%,3.2%,-17.8%,.,-2.0%,-4.5%,-25.3%,-10.2%,-1.8%
EPAC2 antag,4.8%,3.2%,-3.8%,6.6%,2.3%,8.4%,-2.9%,8.6%,.,-2.2%,?,-1.2%,0.1%
TGFb SMAD3 inh,?,-18.8%,2.4%,5.5%,-0.9%,6.7%,-7.4%,-7.7%,7.08µM*,13.7%,17.3%,0.4%,-5.1%
pAkt inh,i,i,i,i,i,i,i,i,.,i,i,i,i
EPAC2 ag,3.7%,9.7%,9.9%,1.4%,12.1%,-5.8%,2.5%,-0.3%,.,2.7%,6.1%,6.8%,0.6%

# Entries listed so far that contain a thiophene ring, fused or not, in the order listed:
23) COc1ccc(N2CCN(C(=O)c3csc4ccccc34)CC2)cc1
31) c1ccc(-c2nc3c4ccccc4ccn3c2Cc2ccsc2)cc1
screen / no.,23,31
CCT modulator,0.4,0.8
Nrf2 ARE act,0.1%,?
Nrf2 inh,-22.0%,.
MmCpn inh,-1.4%,.
A549 viability,-6.7%,.
EPAC2 antag,-1.5%,4.8%
TGFb SMAD3 inh,-6.1%,?
pAkt inh,i,i
EPAC2 ag,8.2%,3.7%

# Some of the compounds tested (hit frequency here may not be typical).
